Tb PYK inh: T. brucei pyruvate kinase inhibition. Potency, µM (top dose mostly 76.8 µM), without a hit: at the highest dose activity, negative = inhibition, hits mostly inhibitors. AID 624173. actives 0.12% (n = 410,000). TbPYK enzyme, Kinase-Glo Plus ATP luminescence, 45 min. Q57TT1; active = well fitted inhibition curve with a large enough effect; inconclusive = small, poorly fitted or top-dose-only effect; note: nearly all actives have a fitted effect of over 50% in size
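ADP (130 uM final) triggers the TbPYK reaction after compound addition; incubation is 45 min at room temperature. Kinase-Glo Plus is then added and luminescence imaged. Normalized data are fitted to concentration-effect curves.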
An asterisk follows results filed as active; u = inconclusive; [ ] = another dose, or the depositor's remark. % is set by controls: 0 for no effect and ±100 for the full control effect; potency is the fitted concentration of half-maximal effect. Only part of the results is shown; the hit share may differ from the screen's.

SMILES	Tb PYK inh
CC(=O)Nc1ccc(NC(=O)C(NS(=O)(=O)c2ccc(Br)s2)c2ccccc2)cc1 (stereo not drawn)	-0.6%
O=S(=O)(CC(O)(c1ccccc1)c1ccccc1)CC(O)(c1ccccc1)c1ccccc1	-4.5%
COc1ccc(S(=O)(=O)c2cn(C)c3cc(N4CCCCC4)c(F)cc3c2=O)cc1	-6.8%
OC(c1cccc(Cl)c1)c1nc(-c2ccc(Cl)cc2)cs1 (stereo not drawn)	-1.0%
O=C(NCc1nnnn1-c1ccc(F)cc1)c1cc2ccccc2o1	-7.1%
O=C(Nc1ccccc1C(=O)Nc1nccs1)c1ccccc1	-3.4%
O=C(CN1Cc2ccccc2C1=O)Nc1cc(F)ccc1F	1.1%
Cc1cccc(NC(=O)c2cc3c(C)nn(-c4ccccc4)c3s2)c1	-2.8%
CC1=C(C(=O)OCc2ccccc2)C(c2ccccc2OS(=O)(=O)c2ccc(C)cc2)NC(=O)N1CCCC(=O)O (stereo not drawn)	5.8%
COc1ccc(NC(=O)CCNS(=O)(=O)c2ccc3c(c2)CCN3C(=O)C2CC2)cc1Cl	-0.6%
CCOc1ccc(CC(=O)Nc2c(C(=O)Nc3ccc(OC)cc3OC)oc3ccccc23)cc1	2.0%
N#Cc1c(-n2ncnc2-c2cccc(Br)c2)sc2c1CCCCC2	-6.7%
O=[N+]([O-])c1ccc(NN=Cc2ccc(O)cc2O)nc1	-1.8%
O=C(Nc1cccc(C(=O)N2CCCCC2)c1)C1CCCCC1	-2.1%
COc1ccc(-c2nn(-c3ccc(C)cc3)c3c2cnc2ccc(C)cc23)cc1OC	-1.8%
Cc1ccc(-n2c(=O)c3ccc(C(=O)NCc4ccccc4Cl)cc3n(CC(N)=O)c2=O)cc1	0.0%
CN(C(=O)c1ccc2c(c1)N(Cc1ccccc1F)C(=O)c1ccccc1S2)C1CCCCC1	-4.0%
Cc1nc(N2CCCC2)ncc1C(=O)NCc1ccccc1Cl	-8.5%
Nc1c(Cl)cc(N=Nc2ccccc2)cc1Cl	1.2%
O=C(Nc1cccc(C(F)(F)F)c1)c1csc([C@H]2C[C@H](O)[C@@H](CO)O2)n1	2.6%
COc1ccc2c(CNCc3cccs3)c(C(=O)O)n(Cc3ccccc3)c2c1	-8.0%
Nc1nc2c(ncn2[C@@H]2O[C@H](CNCc3cnc(N4CCOCC4)s3)[C@@H](O)[C@H]2O)c(=O)[nH]1	6.1%
CCN(CC)C(=O)c1cccc(-c2csc(C(O)c3ccccc3)n2)c1 (stereo not drawn)	0.6%
COc1ccc(-n2nnc(C(=O)Nc3ccccc3F)c2N)cc1	-2.1%
COc1ccc(Nc2cc(C(=O)NCc3ccccc3)c3ccccc3n2)cc1OC	0.0%
CCOC(=O)[C@@H]1[C@H]2COc3cc(OC)ccc3[C@@H]2N2C(=O)N(c3ccc(C)cc3)C(=O)[C@]12C	4.8%
COc1ccc(C(=O)N2CCC3(CC2)CN(c2ccccc2)C3)cc1	4.1%
Cc1ccc(CNC(=O)c2cc(S(=O)(=O)N3CCCCCC3)cn2C)cc1	4.5%
O=S(=O)(NCCc1csc2nc(-c3ccccc3)nn12)c1ccc(Cl)s1	-3.8%
CC1(Oc2cccc(C#N)c2)CCN(Cc2ccc(-c3ccccn3)cc2)C1 (stereo not drawn)	-0.8%
O=c1oc2c3c(ccc2c2ccccc12)OCN(Cc1ccccc1Cl)C3	-2.2%
CCOc1ccccc1NC(=O)CSc1cc(=O)n(CC)c2ccccc12	0.8%
Cc1ccc(CS(=O)Cc2ccc(C(=O)N3CCN(c4cccc(C)c4C)CC3)o2)cc1 (stereo not drawn)	-0.3%
Cc1ccc(C)c(Cn2c(=O)n(-c3ccc(Cl)cc3)c(=O)c3c(C)c(C)sc32)c1	1.0%
COc1ccc(NC(=O)c2cn3c4c(ccc(Cl)c4c2=O)OC(C)C3)cc1OC (stereo not drawn)	0.3%
Fc1ccc(NCc2nnc3n2CCCCC3)cc1Cl	-8.2%

A second format for part of the listing above.
> CC(=O)Nc1ccc(NC(=O)C(NS(=O)(=O)c2ccc(Br)s2)c2ccccc2)cc1 (stereo not drawn)
  Tb PYK inh = -0.6%

> O=S(=O)(CC(O)(c1ccccc1)c1ccccc1)CC(O)(c1ccccc1)c1ccccc1
  Tb PYK inh = -4.5%

Following part.
SMILES	Tb PYK inh
COc1ccc(CCNC(=O)CCCCn2c(=O)c3ccccc3n(Cc3ccccc3)c2=O)cc1OC	-3.1%
O=C(NCc1ccccc1)Nc1nnc([C@@H]2C[C@H](O)[C@@H](CO)O2)s1	7.7%
Cc1ccc([C@H]2C[C@@H](O)[C@H](n3cc(COC(=O)c4ccccc4)nn3)CN2CC2CCCCC2)cc1	1.7%
O=C(CSc1nnc(-c2ccccc2NC(=O)c2ccccc2)o1)OC1CCCCC1	2.3%
COc1ccc2c(c1)NC(c1ccc(F)cc1)=NC(c1ccc(F)cc1)=N2	-5.3%
CCOC(=O)C1CCCN(C(=O)Cn2ncc3c(C)n(Cc4ccc(Cl)cc4)c(C)c3c2=O)C1 (stereo not drawn)	0.9%
COCOc1ccc(/C=C/C(=O)c2c(OCOC)cc(OCOC)c(CC=C(C)C)c2O)cc1OCOC	1.4%
CCCOc1ccc(C(=O)OCCN2CCCCC2)c(O)c1	-16.6%
Nc1ccc(Cl)cc1N	-5.3%[157 µM]
O=c1cc(Br)c(O)c(Br)cc1Br	-27.4%
O=C(NCC(c1ccc(Cl)cc1)N1CCCCC1)c1ccccc1F (stereo not drawn)	8.7%
Cc1cc(C)cc(NC(=O)COCc2cc(-c3ccc4c(c3)OCO4)on2)c1	1.5%
COc1ccc(N2CCN(C(=O)c3cccn3-c3nnc(N4CCCC4)s3)CC2)cc1	-14.4%[15.4 µM]
Cc1cc(C)c(S(=O)(=O)N2CCOC23CCN(S(C)(=O)=O)CC3)c(C)c1	-11.3%
COCC(C)NC(=O)c1cc2c(=O)n3cccc(C)c3nc2s1 (stereo not drawn)	4.1%
Cc1ccc(Cn2c(C(C)Nc3nc(-c4ccc(F)cc4)cs3)nc3cc(C(=O)NCCCO)ccc32)cc1 (stereo not drawn)	4.1%
COc1ccccc1CN1CC[C@@]2(CCCN(C(=O)c3cccn3C)C2)C1	-5.3%
Cc1ccc(N=Cc2c(O)n(-c3ccc(C)cc3)c(=O)[nH]c2=O)cc1	0.3%
CC1(C(=O)NS(=O)(=O)Cc2cccc(Cl)c2)CCN1C(=O)Cc1ccc(Cl)cc1Cl (stereo not drawn)	0.9%
COc1cc(OC)cc(OC2(C)CCN(Cc3ccc(OC(C)C)cc3)C2)c1 (stereo not drawn)	-1.0%
CC(=O)[C@@]1(O)CC[C@@H]2[C@@H]3CCC4=CC(=O)CC[C@]4(C)[C@]3(F)[C@@H](O)C[C@@]21C	0.0%
Nc1ccn([C@@H]2O[C@H](C(=O)N(CCC3=CCCCC3)CC3CC3)[C@@H](O)[C@H]2O)c(=O)n1	6.4%
O=C(NCCC1=CCCCC1)c1ccc2c(c1)N(Cc1ccc(Cl)cc1)C(=O)c1ccccc1S2(=O)=O	4.8%
CC1C(=O)N(Cc2cn(Cc3ccco3)nn2)CCS(=O)(=O)N1Cc1ccc(-c2cccnc2)cc1 (stereo not drawn)	-15.1%
CCc1nc2c(OCCOc3ccc(F)cc3)cccn2c1N(C)C(=O)C(C)C	0.7%
OC(c1ccc(Cl)cc1)c1ncc(-c2ccc(Cl)cc2)[nH]1 (stereo not drawn)	-2.4%
O=C1NC(=O)C(=Cc2cccs2)C(=O)N1	u
CC(=O)c1ccc(C(=O)N(Cc2cccnc2)c2nc3c(Cl)cccc3s2)cc1	-7.6%[15.4 µM]
C#Cc1ccc(NC(=O)C2(C)CCN2C(=O)C2(c3ccccc3)CC2)cc1 (stereo not drawn)	-0.7%
CCCCCC(=O)OCc1ccc(C2=CC(=O)CC(C)(C)C2=O)cc1	-5.8%
O=C(CCn1cccn1)NCc1ccc(Cl)cc1	-2.1%
N#Cc1c(N)nc(SC2CCCCC2=O)c(C#N)c1-c1ccco1 (stereo not drawn)	-10.1%
CC1=C(C(=O)NCc2ccccc2Cl)C2(CCCCCC2)OC1=O	-8.2%[15.4 µM]
O=C1CCCc2cc3c(ccc4ccccc43)cc21	-1.9%
Nc1nccc(NCCSCc2ccccc2)n1	-4.1%
Cc1ccc(C(=O)Nc2ccc(Nc3ccccc3)cc2)cc1C	-14.0%
COc1ccc(-c2cc(C(F)(F)F)nc(SCC(=O)N(C)Cc3ccccc3)n2)cc1OC	-2.6%
COC(=O)c1ccc2nc(-c3ccc(C#N)cc3)c(Cc3ccsc3)n2c1	5.4%
O=C1NC(=O)C(=CCc2ccccc2)C(=O)N1	-5.8%
CCCNC(=O)c1cnc2sc(N3CCCCCC3)nn2c1=O	-1.3%
CN(c1nnc(NC(=O)Nc2ccccc2C(F)(F)F)s1)C1CCCCC1	3.7%
O=C(NCCCN1CCN(c2ccc(F)cc2)CC1)c1cc2c(s1)-c1ccccc1OC2	5.4%
O=C(Cn1c(=O)n(-c2ccccc2)c(=O)c2sc3ccccc3c21)NC1CCCC1	5.5%
COc1ncc2nc(C)c(=O)n(Cc3cccs3)c2n1	2.8%
CC(=O)NC(c1ccccc1)c1nc(-c2csc3ccccc23)cs1 (stereo not drawn)	0.5%
CCc1ccc(OCCSc2nc3ccccc3n2CC(=O)N2CCCCC2)cc1	-9.2%
COc1ccc(CNc2nc(-c3ccc(Cl)cc3)nn2S(=O)(=O)c2ccc(C)cc2)cc1	-5.0%
O=c1cc(CSc2ncn[nH]2)[nH]c2c(Cl)cccc12	-1.1%

Four structures already listed, ordered by length of the SMILES, largest number first:
SMILES	Tb PYK inh
CCOC(=O)C1CCCN(C(=O)Cn2ncc3c(C)n(Cc4ccc(Cl)cc4)c(C)c3c2=O)C1 (stereo not drawn)	0.9%
CCc1nc2c(OCCOc3ccc(F)cc3)cccn2c1N(C)C(=O)C(C)C	0.7%
CCc1ccc(OCCSc2nc3ccccc3n2CC(=O)N2CCCCC2)cc1	-9.2%
O=C(NCC(c1ccc(Cl)cc1)N1CCCCC1)c1ccccc1F (stereo not drawn)	8.7%

The listing continues:
SMILES	Tb PYK inh
COc1cc(NC(=O)Cn2nnnc2-c2ccccc2F)cc(OC)c1OC	4.9%
Cc1cc2oc3ccc(NCCCN4CCOCC4)cc3c(=O)c2cc1C	1.0%
Fc1ccc(-c2cc(-c3ccccc3)c3c(n2)-c2ccccc2OC3)cc1	-0.5%
CCOc1ccc(CCNC(=O)c2cnc3c(-c4ccccc4)c(C)nn3c2C)cc1OCC	-1.3%
CCC(c1nnc(SCC(=O)N(C)c2ccccc2)n1Cc1ccccc1)N(C)C (stereo not drawn)	9.2%
Cc1cccc(CSc2nc3c(c(=O)[nH]2)C(c2cccc(O)c2)CC(=O)N3)c1 (stereo not drawn)	-6.7%
CCOc1ccc(CCNC(=O)CN2N=C(c3ccccc3)CCC2=O)cc1OCC	4.2%
COc1cccc(CN2CCC2(C)C(=O)Nc2ccc3c(c2)CCN3C(C)=O)c1F (stereo not drawn)	-13.2%
Cc1ccc(S(=O)(=O)N2C[C@H]3n4c(=O)ccc(=O)n4C[C@H](OC(=O)Nc4cccs4)[C@@]3(O)C2)cc1	0.6%
COc1cc(CNC(=O)c2cc(-c3ccc(F)cc3OC)n[nH]2)cc(OC)c1	-4.7%
OCC1OC(n2ccc3c(SCc4ccccc4)ncnc32)C(O)C1O (stereo not drawn)	-9.0%
Cc1ccc(C)c(NC(=O)CCCN2C(=O)COc3ccc(C)cc32)c1	-9.0%
Cc1cc2oc3c(c(=O)c2cc1C)C1(C(=O)N(C)c2ccccc21)N(CCO)C3=O (stereo not drawn)	1.9%
CCOC(=O)C1(C)CCN1C(=O)c1cc(OC)c(OC)c(OC)c1 (stereo not drawn)	0.7%
CC(=O)c1cccc(NC(=O)c2cc3nc(-c4ccc(Br)cc4)cc(C(F)(F)F)n3n2)c1	-4.1%
O=C(NCc1ccccn1)C1CCN(C2CCN(Cc3cccc(F)c3)CC2)CC1	0.2%
COc1ccc(NC(=O)Nc2nnc(N(C)C3CCCCC3)s2)c(OC)c1	-3.6%
COc1ccc(-c2cccc(NS(=O)(=O)c3cc(C)c(OC)c(C)c3C)c2)nn1	-21.7%
Cn1c(=O)oc2cc(S(=O)(=O)CCC(=O)NCc3ccccc3)ccc21	0.6%
Cc1ccc(-c2nc3c4ccccc4n(CC(=O)NCc4ccc(F)cc4)c(=O)n3n2)cc1	-1.1%
Cc1ccc(CN2CCC[C@]3(N[C@H](c4ccc(C)cc4)[C@@H]4C(=O)N(C)C(=O)[C@@H]43)C2=O)cc1	1.2%
O=C(NCC1CCCCC1)c1csc([C@@H]2C[C@H](O)[C@@H](CO)O2)n1	-11.8%
COc1cccc(C(O)c2nc(-c3cccc(C(F)(F)F)c3)cs2)c1 (stereo not drawn)	1.1%
O=C(CSc1nc2ccccc2n1Cc1cccc(F)c1)N1CCN(c2ccc(F)cc2)CC1	-2.4%
CC(C)c1cnc2c(c1SCC(=O)NC(C)(C)C)c(=O)n(C)c(=O)n2C	u
CC(O)(c1cccnc1)c1nc(-c2ccoc2)cs1 (stereo not drawn)	-6.6%
O=C(CSc1nc(=O)n(Cc2ccco2)c2c1CCC2)NCc1ccccc1Cl	2.1%
CCOc1ccccc1NC(=O)Nc1nnc(N(C)Cc2ccccc2)s1	0.7%
CCNc1nc2c(c(=O)n(C)c(=O)n2C)n1CC(O)COc1ccccc1 (stereo not drawn)	-2.1%

Reprinted at random: 2 records from the list.
SMILES	Tb PYK inh
CC(O)(c1cccnc1)c1nc(-c2ccoc2)cs1 (stereo not drawn)	-6.6%
CC(C)c1cnc2c(c1SCC(=O)NC(C)(C)C)c(=O)n(C)c(=O)n2C	u
